Compound activity from PubChem.
Redox H2O2 prof = compounds producing H2O2 with reducing agent – biochemical, NIH compound library profiling, artefact control for MLSCN library redox annotation, primary screen | DTT-dependent redox cycling H2O2, phenol red/HRP absorbance; 100% = 100 µM peroxide control, 0% = buffer | activation, % at 10 µM | 200,000 tested, 0.03% active | AID 878, 2007;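 active = activation of at least 50% relative to the plate's high and low controls in the primary single-dose screen; inactive = activation below 50%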;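 also: compound incubated with DTT at 0.8 mM final as the reducing agent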
TNAP inh hiacc = human TNAP enzyme inhibitors, primary screen, biochemical, luminescent, high phosphate acceptor level, uHTS. inhibition, % at 20 µM. Alkaline phosphatase, tissue-nonspecific isozyme (Homo sapiens), P05186. purified TNAP, CDP-star luminescence, 1 M DEA. 200,000 tested, 0.03% active;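 active = over 50% inhibition of tissue-nonspecific alkaline phosphatase at 20 µM in the single-dose screen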;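 also: plate controls were DMSO wells for no effect and EDTA-quenched wells as full inhibition for full effect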
Target sequence (P05186 whole entry, looked up): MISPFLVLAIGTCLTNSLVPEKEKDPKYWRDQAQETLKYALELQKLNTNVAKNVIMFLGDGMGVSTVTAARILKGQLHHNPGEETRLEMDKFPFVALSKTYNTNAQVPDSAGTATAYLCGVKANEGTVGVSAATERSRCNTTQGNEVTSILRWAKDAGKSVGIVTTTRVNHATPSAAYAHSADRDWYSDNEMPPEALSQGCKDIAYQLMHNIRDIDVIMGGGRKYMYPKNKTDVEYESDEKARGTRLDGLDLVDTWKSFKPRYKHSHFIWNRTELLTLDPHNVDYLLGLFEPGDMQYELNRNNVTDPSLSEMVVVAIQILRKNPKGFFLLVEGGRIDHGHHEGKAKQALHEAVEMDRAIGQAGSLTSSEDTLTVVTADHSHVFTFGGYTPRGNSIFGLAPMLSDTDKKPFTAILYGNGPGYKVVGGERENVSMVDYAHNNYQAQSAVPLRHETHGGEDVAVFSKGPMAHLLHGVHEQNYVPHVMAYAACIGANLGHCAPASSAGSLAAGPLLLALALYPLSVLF
RAM network inh = inhibitors of the yeast RAM network, primary screen, dse1pr::URA3 reporter, 5-FOA selection | S. cerevisiae dse1pr::URA3 reporter, 5-FOA growth OD615, 2 d; analog-sensitive cbk1-as2 kinase mutant strain | inhibition, % at 50 µM | 190,000 tested, 1.8% active;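 active = inhibition above a set limit, 3 SD over mean compound inhibition, cut at about 8.4% in these data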;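 also: 0% = DMSO-only wells with no growth and 100% = 10 µM 1-NA-PP1 full growth; inhibition rescues growth on 5-FOA so higher OD means more RAM inhibition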
Hsp70 activator = Hsp70 transcriptional activators, primary screen, cell-based, HeLa, Hsp70 promoter luciferase, luminescence, 10 µM | HeLa Hsp70 promoter luciferase reporter; scaled: vehicle 0, proteasome-inhibitor control 100% | activation, % at 10 µM | 200,000 tested, 0.04% active | AID 1203, 2008;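 active = activation above the mean across all tested compounds plus 3 SD, cutoff set per campaign, cut at about 5.5% in these data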;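 also: 100% = MG132 at 30 µM as the positive control and 0% = DMSO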
PMI act hi M6P = human PMI activators, high substrate, primary screen, biochemical, fluorescence intensity, near-saturating mannose 6-phosphate; AID 1216, 2008; Mannose-6-phosphate isomerase (Homo sapiens), P34949; 190,000 tested, 0.34% active; activation factor at 20 µM; coupled PMI enzyme assay, resazurin fluorescence, 20 min; stronger effect = higher value; 1 = untreated enzyme, 0 = substrate-free blank;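 active = activation factor of 2 or more at 20 µM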
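Test system: human phosphomannose isomerase with PGI, G6PDH, diaphorase coupling enzymes; amount: 15 ng/mL PMI; incubation: enzyme reaction with compound 20 min at room temperature; technique: resorufin fluorescence (Ex 544/Em 590 nm) from resazurin via diaphorase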
S1P3 antag = S1P3 receptor antagonists, primary screen, cell-based; 170,000 tested, 0.27% active; inhibition, % at 4.98 µM; Sphingosine 1-phosphate receptor 3 (Homo sapiens), Q99500; AID 485, 2006; CHO S1P3 NFAT-BLA reporter, FRET fluorescence, antagonist mode;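 active = inhibition above the plate cutoff, the mean inhibition of test wells on that plate plus 3 SD, cut at about 28% in these data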;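 also: cells challenged with S1P at its EC80 of 0.8 µM; blue over green emission ratio from cleaved BLA substrate after 4 h stimulation; 0% = S1P-stimulated wells and 100% = unstimulated DMSO-only wells; some compounds past the cut are filed as inactive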
Target sequence (Q99500 whole entry, looked up): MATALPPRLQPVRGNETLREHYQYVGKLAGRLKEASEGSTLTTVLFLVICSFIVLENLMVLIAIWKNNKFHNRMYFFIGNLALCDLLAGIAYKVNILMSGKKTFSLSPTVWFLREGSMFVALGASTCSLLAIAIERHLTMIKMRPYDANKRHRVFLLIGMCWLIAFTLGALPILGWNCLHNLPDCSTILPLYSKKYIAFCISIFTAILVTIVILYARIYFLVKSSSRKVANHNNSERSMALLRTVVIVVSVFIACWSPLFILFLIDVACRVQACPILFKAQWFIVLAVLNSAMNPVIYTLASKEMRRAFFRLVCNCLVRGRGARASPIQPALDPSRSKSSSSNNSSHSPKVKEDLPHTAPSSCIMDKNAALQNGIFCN
TNAP inh no acc = human TNAP enzyme inhibitors, primary screen, biochemical, luminescent, no phosphate acceptor, uHTS; Alkaline phosphatase, tissue-nonspecific isozyme (Homo sapiens), P05186; purified TNAP, CDP-star luminescence, 30 min; inhibition, % at 20 µM; 200,000 tested, 0.26% active; AID 1012, 2008;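 active = tissue-nonspecific alkaline phosphatase inhibition above about 50% at 20 µM in the single-dose screen, limit read from the data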;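 also: 0% = DMSO negative control and 100% = EDTA positive control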
PMI activator = activators of human PMI, primary screen, biochemical, fluorescence intensity, near-Km mannose 6-phosphate | purified human PMI, coupled resazurin fluorescence, 20 min; stronger effect = higher value; 1 = vehicle control, 0 substrate-free wells | Mannose-6-phosphate isomerase (Homo sapiens), P34949 | AID 1214, 2008 | activation factor at 20 µM | 190,000 tested, 0.005% active;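 active = activation factor of 2 or more at 20 µM, relative to plate controls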
Efa HMGR inh = inhibitors of E. faecalis class II HMGR, primary screen, biochemical, Enterococcus faecalis | inhibition, % at 10 µM | purified E. faecalis HMGR, NADPH absorbance 340 nm kinetic | 190,000 tested, 0.41% active;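 active = inhibition above a set limit, the median over all tested compounds plus 3 SD, cut at about 9.5% in these data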;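 also: enzyme runs in reverse so mevalonate oxidation gives rising NADPH absorbance; 0% = complete reaction with DMSO and 100% = background rate lacking mevalonate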
L major viab = Leishmania major promastigote growth inhibition, primary screen | Leishmania major promastigotes, resazurin fluorescence viability | inhibition, % at 10 µM | 200,000 tested, 9% active; in the data active = inhibition above about 50%;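 also: promastigotes grown with compound for 44 hours at 28 °C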
An asterisk follows results filed as active; · = no result given.

molecule	Redox H2O2 prof	TNAP inh hiacc	RAM network inh	Hsp70 activator	PMI act hi M6P	S1P3 antag	TNAP inh no acc	PMI activator	Efa HMGR inh	L major viab
O=C(Cn1c(=O)oc2ccccc21)Nc1ccc(S(=O)(=O)N2CCCCC2)cc1	2.4	-2	4.4	-0.2	0.9	33	-12	0.9	-13	-5
Cc1ccc2nc(NCCCN3CCOCC3)c(C=NCCCN3CCOCC3)c(=O)n2c1	0.4	-5	0.9	-0.3	0.9	-16	-16	0.9	-5	79*
CCOc1ccc(NC(=NCc2ccc3c(c2)OCO3)SC2CC(=O)N(c3ccc(C(=O)O)cc3)C2=O)cc1 (stereo unspecified)	0.1	-4	4.3	0.1	1	-8	-7	0.9	5	-3
Nc1ccc(O)c2c(=O)cc(-c3ccccc3Cl)oc12	0.7	3	4.4	-0.2	0.9	-19	-3	1	-6	-7
CC(C)(C)c1ccc(CNc2cc(N3CCOCC3)ccc2[N+](=O)[O-])cc1	2.4	6	3.6	0.1	0.7	·	2	0.7	0	3
c1ccc(C(CN2CCOCC2)c2ccccc2)cc1	-0.1	-7	0.4	-0.2	1	-63	-20	1	1	-2
O=C(O)CNC(=O)c1ccc(OC(F)F)cc1	-2.7	-7	-1.4	-0.1	1	·	-6	1	7	-4
Cc1ccccc1C(=O)N=c1sccn1C	0.1	0	0.9	0.3	1	·	-15	0.9	2	-4
C#CCOCCOCCOCCNc1nc(N2CCN(C(=O)[C@H]([C@@H](C)CC)n3cc([C@@H](N)CO)nn3)CC2)nc(N2CCN(C(=O)[C@H](Cc3ccc(O)cc3)n3cc([C@@H](N)C(C)CC)nn3)CC2)n1 (stereo partly specified)	-1.4	-8	0.3	-0.5	1	-3	-8	1.1	-1	-3
CCc1ccccc1NC(=O)Nc1ccc(F)cc1	0.6	-6	7.4	-0.2	0.9	-10	-12	0.9	-1	2
O=C(CCN1Cc2ccccc2C1)c1ccc2c(c1)OCCO2	2.0	-5	-1.4	-0.2	0.6	-19	-11	0.7	-4	83*
NC(=S)N1OC[C@@H]2COc3ccc4ccccc4c3[C@@H]21	0.0	-2	-0.1	-0.3	1.1	-3	-8	1	-4	15
COc1ccc(C(=O)Nc2cc(OC)c(NC(=O)c3ccco3)cc2OC)cc1	-1.0	1	2.1	-0.3	0.8	·	-4	0.8	-4	30
CCCN1CC23C=CC(O2)C(C(=O)O)C3C1=O (stereo unspecified)	-0.3	-5	0.4	0.7	0.9	-4	-25	0.9	-2	-7
Cc1ccnc(NS(=O)(=O)c2ccc(NC(=O)CCS(=O)(=O)c3ccccc3)cc2)n1	-0.4	-6	0.7	-0.1	1	-8	-16	1	1	-4
CCOC(=O)N1CCC(N(CCN(C)C)C(=S)Nc2ccc(Oc3ccccc3)cc2)CC1	0.3	-3	2.5	-0.1	0.9	4	-17	0.9	0	10
Cn1cccc1C(=O)NC(=O)COC(=O)CNC(=O)CNC(=O)c1ccc(Cl)cc1Cl	-0.2	0	0.2	-0.1	0.7	-24	-7	1.1	-1	5
CC1CC(=O)N(c2ccc(NCc3ccc(Cl)cc3)c([N+](=O)[O-])c2)C1=O (stereo unspecified)	0.1	16	3.4	-0.2	0.9	2	5	0.9	-5	44
CCOC(=O)Cc1csc(-n2sc3ccccc3c2=O)n1	0.0	-2	0.7	-0.2	0.2	3	-3	0	-5	-9
Cc1c(NC(=O)c2c(F)cccc2F)c(=O)n(-c2ccccc2)n1C	1.2	-4	-0.8	0.1	0.9	-40	5	1	0	-2
COc1ccc(CC(=O)Nc2ccc(-c3nnc(-c4ccccc4)o3)cc2)cc1	0.1	-4	0.3	-0.2	1	11	-7	1	9	0
COCCNC(=S)N(Cc1cc2cc(C)ccc2n2nnnc12)C1CCCC1	-0.1	-3	5.0	-0.1	1	-25	-3	1.1	1	12
CC(=O)N(CN1C(=O)c2ccccc2C1=O)c1ccccc1	-0.2	-10	0.0	-0.4	1	-6	-6	1	·	-2
Cc1ccc2nc(NCCCNC(=O)c3cnccn3)c(C#N)cc2c1	2.1	-4	0.3	-0.2	0.9	-22	-10	0.9	-4	-8
CC(C)(C)C(=O)Nc1nc2c(s1)COc1ccccc1-2	-0.1	-1	1.2	-0.3	1	·	-4	1	-6	9
CN(C)C/C(Cl)=C(\Cl)c1ccccc1	1.1	-1	0.7	-0.3	1.1	·	-7	1.2	-6	1
CCCS(=O)(=O)c1nc(S(=O)(=O)c2ccc(C)cc2)c(NCc2ccco2)s1	-0.1	5	-1.3	0.1	1.2	-8	-6	1.1	-2	25
Cc1ccc(C)c(Nc2nc(N)c3ccccc3n2)c1	0.4	-3	1.0	-0.1	1	-12	-18	1	1	98*
COc1cc2c(cc1OC)C(c1ccc(N(C)C)cc1)CC(=O)N2 (stereo unspecified)	0.6	2	1.3	-0.3	1.1	-61	-5	1	-9	9
Cc1ccc(S(=O)(=O)Nc2n[nH]nc2C(=O)NC2CCCCC2)cc1	-0.5	-3	0.9	-0.2	1	-15	-34	1	-4	-10
CCOC(=O)Cc1csc(N/N=C/c2ccccc2)n1	-0.8	-4	1.1	-0.5	1	6	4	1	-2	5
Cc1c(C(C)NC(=O)Nc2ccc(F)cc2F)cnn1C (stereo unspecified)	0.1	-3	1.9	-0.1	1	-5	-12	1	-6	-6
COc1cccc(-c2nc(NC(C)C)c3ccccc3n2)c1O	-0.9	-3	1.9	-0.4	0.8	·	-6	0.8	-2	56*
CS(=O)(=O)N(CC(=O)N1CCN(c2ccc(F)cc2)CC1)c1cccc(Cl)c1	1.9	-4	-0.8	-0.1	1.1	·	-12	1	-5	23
O=C1C2C3C=CC(C3)C2C(=O)N1CCCCN1C(=O)C2C3C=CC(C3)C2C1=O (stereo unspecified)	0.1	-4	0.7	-0.1	0.9	-13	-9	0.8	-3	-1
Fc1ccc2nc3[nH]c4ccccc4c3nc2c1	0.9	-3	8.9*	0.6	1	6	-7	1	0	13
Cc1[nH]nc2c1C(c1cccnc1)N(c1ccc(Br)cc1)C2=O (stereo unspecified)	2.6	-4	3.2	0.1	1	-12	-8	1	0	26
Cc1ccc(C(=O)NCc2nnc(SCC(=O)NC(C)c3ccccc3)n2C)cc1 (stereo unspecified)	-0.2	0	0.8	0.2	1	-6	-9	1	-2	-7
CCCCNS(=O)(=O)c1ccc2nc(SCC(=O)Nc3cc(C)cc(C)c3)[nH]c2c1	-0.2	-7	7.4	-0.1	0.8	1	-6	0.9	0	-3
N/C(=N\S(=O)(=O)c1ccc(Cl)s1)c1ccccc1	0.9	-10	0.7	-0.3	1	·	-16	1	-3	-5

Looked up above:
In PMI act hi M6P, `COc1cc2c(cc1OC)C(c1ccc(N(C)C)cc1)CC(=O)N2` (stereo unspecified) is entered as 1.1
In Hsp70 activator, `CCOC(=O)Cc1csc(N/N=C/c2ccccc2)n1` is entered as -0.5

The list goes on.
molecule	Redox H2O2 prof	TNAP inh hiacc	RAM network inh	Hsp70 activator	PMI act hi M6P	S1P3 antag	TNAP inh no acc	PMI activator	Efa HMGR inh	L major viab
Cc1c(C(=O)Nc2ccc(F)c(F)c2)oc2ccc(S(=O)(=O)N3CCCCC3)cc12	0.1	0	4.4	-0.1	0.9	·	-2	0.9	-1	24
Cn1nnc(NC(=S)NC(=O)c2ccco2)n1	0.2	0	0.8	-0.1	1.1	2	-8	0.8	-4	-6
OCCCNCc1ccc(Cl)cc1Cl	0.1	-3	0.2	0.0	0.9	-4	-4	1	-5	11
CN(C)c1ccc(N=Cc2nc(-c3ccccc3)oc2OC(=O)c2cccc(Br)c2)cc1	0.8	-6	4.2	0.0	1	9	-2	0.8	-11	4
Cc1cc(=O)n2ccsc2n1	-0.9	-4	1.6	0.1	1	0	-12	0.9	1	-5
COCCNC(=S)N1CCc2cc(OC)c(OC)cc2C1c1cccs1 (stereo unspecified)	-0.7	-7	-0.2	0.2	1	-1	-11	1	0	12
CC(CCc1ccccc1)NC(=O)c1ccco1 (stereo unspecified)	1.0	3	0.6	0.1	1.1	·	-8	1	-1	-4
Cn1c(=O)cc(OCCCC(=O)NC2CCCC2)c2ccccc21	1.7	-3	1.6	-0.2	0.9	-49	-7	0.9	-2	-2
Cc1cc(C)c(C(=O)/C=C/c2cccc3ccccc23)c(=O)[nH]1	-0.1	-1	3.0	-0.4	0.8	-4	-32	0.9	2	100*
Cc1cccc(C)c1NC(=O)COC(=O)c1cc(-c2cccnc2)nc2ccccc12	0.5	3	-1.3	-0.3	1	2	-18	1	-3	4
O=C(COc1ccc2c(C(F)(F)F)cc(=O)oc2c1)Nc1ccc2c(c1)OCCO2	0.4	-1	4.1	0.5	1	·	-3	1	-3	-4
